Screens from PubChem BioAssay.
Vif-APOBEC3G blk: Vif-A3G binding inhibition; HeLa A3G-eYFP + Vif (tagged APOBEC3G with the HIV-1 protein that degrades it), YFP fluorescence, overnight; 410,000 compounds, 0.076% hits; Potency, µM (series often up to 46.1 µM), for inactives: at the highest dose activity, negative = active, most hits filed as inhibitors; Q9HC16; AID 602310;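 further: potency means the concentration at half of the fitted maximal effect; on the % scale 0 is the no-effect control and ±100 the full control effect; nearly all actives have a fitted effect of over 60% in size; hits raise eYFP signal because A3G escapes Vif-driven loss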
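HeLa cells stably expressing Vif and C-terminally eYFP-tagged A3G, seeded overnight at 37 deg C, then exposed to compound by pintool overnight at 37 deg C. Rise in yellow fluorescence (Ex 488/Em 500-530, Acumen) marks blocked Vif-driven A3G degradation.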
Vif-A3F inh: inhibitors of Vif-A3F interaction; Potency, µM (highest dose often 46.1 µM), for inactives: top-dose activity, negative = active; HeLa A3F-eYFP + Vif (tagged APOBEC3F with the HIV-1 protein that degrades it), YFP fluorescence increase; 390,000 compounds, 0.2% hits; AID 602313; further: potency means the concentration at half of the fitted maximal effect; % of control where 0% means no effect; nearly all actives have a fitted effect of over 65% in size
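Fluorescence increase (Ex 488/Em 500-530) after overnight compound treatment at 37 deg C flags inhibition of Vif-driven A3F-eYFP loss in stable HeLa A3F-eYFP/Vif cells seeded overnight beforehand.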
TrxR1 substrate: substrates of rat thioredoxin reductase 1; purified TrxR1 substrate turnover, NADPH consumption readout; Potency, µM (titrated, usually from 114 µM), for the others: at the top dose activity change, negative = substrate turnover; 390,000 compounds, 0.01% hits; AID 588456; further: potency means the concentration at half of the fitted maximal effect; on the % scale 0 is the no-effect control and ±100 the full control effect; nearly all actives have a fitted effect of over 50% in size
Target sequence (O89049 whole entry, looked up): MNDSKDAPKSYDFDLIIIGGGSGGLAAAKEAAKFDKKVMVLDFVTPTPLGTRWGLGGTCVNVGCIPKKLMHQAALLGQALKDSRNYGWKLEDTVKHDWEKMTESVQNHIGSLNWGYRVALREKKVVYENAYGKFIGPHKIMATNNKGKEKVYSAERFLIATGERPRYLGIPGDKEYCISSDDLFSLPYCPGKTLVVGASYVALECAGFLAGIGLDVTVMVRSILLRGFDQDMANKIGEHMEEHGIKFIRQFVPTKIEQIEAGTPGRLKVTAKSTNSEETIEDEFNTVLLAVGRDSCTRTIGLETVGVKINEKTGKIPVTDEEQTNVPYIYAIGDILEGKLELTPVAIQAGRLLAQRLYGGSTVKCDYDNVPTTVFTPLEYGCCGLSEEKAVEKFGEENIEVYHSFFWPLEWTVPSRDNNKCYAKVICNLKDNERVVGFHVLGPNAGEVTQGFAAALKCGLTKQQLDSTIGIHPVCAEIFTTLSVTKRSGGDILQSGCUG
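Rat TrxR1, dispensed at 90 nM, was prereduced with 400 uM NADPH (final) for 5 min at ~22 deg C, then incubated with compound 15 min before 400 uM selenite. A first-read NADPH fluorescence drop versus no-compound background flagged substrates.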
PI4K2A inh: inhibitors of human PI4K2A; Q9BTU6; purified PI4K2A, ADP-Glo luminescence, 1 h; hits give low values; activity change, negative = inhibition, % at 76.9 µM; 420,000 compounds, 0.13% hits; in the data active means activity change below about -50%; inconclusive means mostly about -30% to -49%;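 further: -100% = wells without enzyme as full effect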
Target sequence (Q9BTU6 whole entry, looked up): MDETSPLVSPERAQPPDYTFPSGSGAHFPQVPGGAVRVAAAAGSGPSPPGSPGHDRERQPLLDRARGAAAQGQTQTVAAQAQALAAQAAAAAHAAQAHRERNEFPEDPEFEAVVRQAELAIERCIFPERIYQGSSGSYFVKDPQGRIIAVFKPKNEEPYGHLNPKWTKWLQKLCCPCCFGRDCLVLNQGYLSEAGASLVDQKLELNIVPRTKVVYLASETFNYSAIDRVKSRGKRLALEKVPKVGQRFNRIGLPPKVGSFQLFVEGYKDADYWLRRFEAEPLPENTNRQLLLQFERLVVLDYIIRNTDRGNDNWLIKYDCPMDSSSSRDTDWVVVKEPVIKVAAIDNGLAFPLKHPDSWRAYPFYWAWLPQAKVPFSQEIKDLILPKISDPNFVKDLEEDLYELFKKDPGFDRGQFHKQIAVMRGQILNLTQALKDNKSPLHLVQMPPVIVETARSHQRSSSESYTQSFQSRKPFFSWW
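Compounds are screened against recombinant PI4K2A using PI as substrate and ATP, the latter dispensed at 300 microM. Reactions run one hour at ambient temperature before ADP-Glo detection; full inhibition defined by wells lacking enzyme.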
IDH1 R132H inh: blocks human mutant IDH1 R132H enzyme; Potency, µM (doses to about 76.6 µM), for the others: top-dose activity change, negative = inhibition, actives largely listed as inhibitors; O75874; 390,000 compounds, 0.093% hits; IDH1-R132H enzyme, NADPH consumption, diaphorase/resazurin fluorescence; AID 602179; further: potency means the concentration at half of the fitted maximal effect; on the % scale 0 is the no-effect control and ±100 the full control effect; nearly all actives have a fitted effect of over 65% in size
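IDH1-R132H (0.5 ug/mL) preincubated 30 min with compound, then NADPH (0.016 mM) and alpha-KG (2 mM) added; 80 min at RT, pH 7.5. Remaining NADPH coupled via diaphorase/resazurin to fluorescence (540/590 nm); concentration-response curves normalized to no-enzyme control.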
LDHA block: LDHA (human) enzyme inhibition; P00338; purified LDHA, NADH/diaphorase-resazurin fluorescence; hits give low values; activity change, % (values are at about 110 or 230 µM); 480,000 compounds, 0.15% hits; in the data active means activity change below about -30%; inconclusive means mostly about -25% to -30%;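 further: plate controls were DMSO wells for no effect and wells without enzyme for full effect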
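Human LDH5 at 2 nM final in Tris HCl pH 7.4 with 0.06 mM NADH and 0.2 mM pyruvate, reacted 5 minutes at room temperature. Remaining NADH coupled via diaphorase/resazurin; resorufin fluorescence read at 0 and 20 minutes, normalized to enzyme-free and DMSO wells.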
USP1 inh: blocks the human USP1/UAF1 deubiquitinase complex; O94782; recombinant USP1/UAF1, Ub-Rhodamine cleavage fluorescence; Potency, µM (doses to about 57.1 µM), without a hit: top-dose activity change, negative = inhibition, usual class: inhibitors; 390,000 compounds, 0.23% hits; AID 743255; further: potency means the concentration at half of the fitted maximal effect; on the % scale 0 is the no-effect control and ±100 the full control effect; nearly all actives have a fitted effect of over 60% in size; inactives centre near -12
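USP1/UAF1 complex at 1 nM was preincubated with compound for 15 min at room temperature, then Ub-Rho substrate (150nM final) was added. Fluorescence (480/540 nm) was read kinetically, 6 reads every 60 seconds.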
Glioma ERSR ind: induces the endoplasmic reticulum stress response in human glioma cells; 420,000 compounds, 0.02% hits; U87-MG GRP78 promoter luciferase reporter, 16 h; Potency, µM, for inactives: at the top dose activation, hits mostly activators; further: potency means the concentration at half of the fitted maximal effect; series mostly up to about 76 µM; % of control where 0% means no effect; nearly all actives have a fitted effect of over 35% in size
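Stably transfected U87-MG human glioma cells carrying a GRP78-based luminescent sensor were seeded at 1000 cells/well, pin-dosed with compounds and incubated 16 h. Luciferase reagent was then added, and end-point luminescence was read after 10 min at room temperature.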
RXFP1 ag: activates the human relaxin receptor RXFP1 | Q9HBX9 | Potency, µM (doses to about 57.5 µM), for inactives: at the highest dose activation, usual class: activators | HEK293T-RXFP1 cAMP TR-FRET, 30 min; response scale: percent of porcine relaxin response, buffer zero | 370,000 compounds, 0.3% hits | AID 2676; further: potency means the concentration at half of the fitted maximal effect; on the % scale 0 is the no-effect control and ±100 the full control effect; nearly all actives have a fitted effect of over 60% in size; many of its hits are not listed in these tables
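cAMP rise read by TR-FRET after 30 min, 37C compound exposure (up to 58 uM) in RXFP1-transfected HEK293 cells with Ro 20174 present. EC50 from Hill-equation fits, with 29 nM porcine relaxin as 100% and buffer as basal.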
* marks the source's active call; other numbers are inactive results; ? = inconclusive; . = no result given; & = joins results of further samples; [ ] = remark or other dose. Unless noted, the call rests on the fitted dose curve; in most records, active means well fitted curve in the direction sought with a large enough effect; inconclusive means small, poorly fitted or top-dose-only effect, or another doubt; inactive means no such curve, though single readings can be large; an effect the other way counts as inactive or inconclusive. These rows are one share of the data; the hit share may differ from the screen's.

SMILES | IDH1 R132H inh | USP1 inh | TrxR1 substrate | Vif-A3F inh | Vif-APOBEC3G blk | Glioma ERSR ind | PI4K2A inh | RXFP1 ag | LDHA block
C/C(=N\NC(=O)c1cc(Cl)ccc1O)c1ccc(Br)s1 | 4% | -27% | 4% | 4% | -9% | -1% | -2 | -0.8% | -4
CCOc1ccc(N(CC(=O)NCCSCc2ccco2)S(=O)(=O)c2ccc(F)cc2)cc1 | 3% | -22% | -14% | 0% | 2% | -4% | 1 | -0.5% | -4
COc1ccc(OC)c(NC(=O)N2CCC3(CC2)Oc2ccccc2C(=O)N3Cc2ccccc2F)c1 | . | 5% | 2% | . | . | . | 0 | -2.5% | 2
CCCCCCCCn1c2c(c(=N)c3ccccc31)CCC2 | -3% | -13% | 6%[57.1 µM] | 4% | 0% | -8% | 0 | -0.9% | -9
O=C1NC2(CCCCCCC2)C(=O)N1Cc1ccc(F)cc1 | -2% | -7% | -1% | -11% | -1% | -5% | 5 | 0.3% | -5
O=C(c1ccc2c(c1)N(Cc1ccccc1F)C(=O)c1ccccc1S2(=O)=O)N1CCN(c2ccccn2)CC1 | -9% | -18% | -4% | -4% | -3% | -1% | 1 | 0.3% | -8
COc1ccc(C(C)=O)cc1COC(=O)Cc1n[nH]c(=O)c2ccccc12 | 10% | 0% | 8%[57.1 µM] | -17% | 2% | 9% | 2 | 5.3% | -3
CCOC(=O)Cc1csc(NC(=O)c2ccc(S(=O)(=O)N3CCCC3)cc2)n1 | 3% | -5% | -5% | -5% | 0% | -6% | 2 | -1.0% | -2
O=C(COCc1cc(-c2cccs2)on1)NCc1ccccc1Cl | 0% | ? | -8% | 2% | 2% | -3% | 1 | -1.2% | -10
Cc1cccc(NC(=S)NCCc2ccc(S(N)(=O)=O)cc2)c1C | 0% | -10% | 9%[57.1 µM] | 0% | -3% | -3% | 0 | 1.7% | ?
Cc1ccc(C(C)C)c(OCC(=O)OCc2c(C)noc2C)c1 | 7% | -21% | -2% | 6% | 0% | 2% | 0 | 1.2% | 3
Cc1ccc2c(c1)c1cccc3c1n2CCN3CCC(N)=O | 8% | -16% | 147%[activator] | -1% | -11% | 3% | 9 | 1.8% | 11
C=CCNC(=O)c1ccccc1NC(=O)C1COc2ccccc2O1 (stereo not drawn) | -7% | -10% | 10% | 9% | -8% | -1% | 2 | 0.5% | 0
Cc1ccc(-c2cc(C(=O)N(Cc3ccc(C(C)(C)C)cc3)Cc3ccco3)no2)cc1 | 7% | ? | 1% | 0% | 1% | -1% | 1 | 1.0% | 0
Cc1ccc(Nc2nc(-c3c(C)n(C)n(-c4ccccc4)c3=O)c(C)s2)cc1 | -5% | 1% | -8%[57.1 µM] | 5% | 2% | -1% | 0 | 0.8% | 1
Cc1ccc(C(=O)N2CCN(S(=O)(=O)c3ccc(C)c([N+](=O)[O-])c3)C2)cc1 | 0% | -17% | 6%[57.1 µM] | 13% | 4% | 5% | 2 | 1.6% | -9
C=CCc1cc(C(=O)N2CCCCC2)ccc1O | -2% | -2% | -2% | -2% | 5% | -1% | 2 | -0.1% | -6
COc1ccc(N(Cc2cc(=O)[nH]c3ccccc23)C(C)=O)cc1 | -8% | -15% | 1% | 4% | -1% | -1% | 5 | 0.3% | -4
Cc1cccc(NCc2ccccc2O)c1C | 4% | -23% | -3% | -8% | -14% | 3% | -1 | -1.5% | 5
CCCn1c(SCC(=O)NC(C)(C)C)nnc1C(C)C | 3% | -12% | -2% | 1% | -1% | -5% | -4 | -0.5% | -2
CN(C)C1=NCCN1CCCC1CCCC1 | -2% | -24% | 8%[57.1 µM] | -2% | 0% | -3% | 3 | -0.7% | -8
CNC(C)C#Cc1c(-c2cc(OC)c(OC)c(OC)c2)noc1C (stereo not drawn) | -5% | -27% | 7%&3% | -8% | -15%&-26% | -1%&0% | -1 | 1.0% | -1
O=C(N/N=C/c1ccco1)c1ccc(C(=O)N/N=C/c2ccco2)o1 | 7% | -6% | -20% | -11% | 1% | 0% | -14 | 0.0% | -1
COc1ccccc1N1CCN(C(=O)c2cc(S(=O)(=O)N3CCC(C)CC3)cn2C)CC1 | -7% | -23% | 5%[57.1 µM] | -7% | -3% | -1% | -9 | 3.1% | 1
N#CCN(C(=O)COC(=O)CCCNC(=O)c1ccc(Cl)cc1)c1ccccc1 | 6% | -3% | -10% | 0% | 1% | -1% | 1 | 0.3% | -1
CC1CCN(c2ccccc2NC(=O)c2cc3ccccc3o2)CC1 | 3% | -11% | 5% | -11% | -3% | -2% | 1 | 2.1% | -2
COC(=O)c1ccc(C2c3c(oc4ccc(Cl)cc4c3=O)C(=O)N2CCN2CCOCC2)cc1 (stereo not drawn) | 0% | -14% | 0% | -15% | -4% | 0% | 1 | -20% | 2
O=C(NCc1n[nH]c(=S)n1-c1ccc([N+](=O)[O-])cc1)c1ccc(S(=O)(=O)N2CCOCC2)cc1 | 5% | 1% | -4% | -9% | 1% | -4% | -1 | 6.6% | 0
Cn1cc(C(c2ccccn2)c2cn(C)c3ccccc23)c2ccccc21 | 3% | -23% | -9% | -3% | 4% | 1% | 6 | -1.6% | 1
O=C(CC(C(=O)O)c1ccc(Cl)cc1)c1ccc(Cl)c(Cl)c1 (stereo not drawn) | 8% | -19% | 1%[57.1 µM] | -9% | -4% | -2% | 0 | 6.1% | 4
COc1ccccc1OCC(=O)Nc1ccc(O)cc1C(=O)O | -2% | 1% | 16%[57.1 µM] | 1% | -2% | -1% | -1 | 2.3% | 3
O=C(C[C@H]1C[C@@H]2c3cc(NC(=O)Nc4ccccc4)ccc3O[C@@H]2[C@@H](CO)O1)NCC1CC1 | 12% | -13% | . | -14% | 3% | -2% | -8 | . | 1

An excerpt of these results, with values under each structure:
Screens in order – IDH1 R132H inh	USP1 inh	TrxR1 substrate	Vif-A3F inh	Vif-APOBEC3G blk	Glioma ERSR ind	PI4K2A inh	RXFP1 ag	LDHA block
O=C(N/N=C/c1ccco1)c1ccc(C(=O)N/N=C/c2ccco2)o1
→ 7%	-6%	-20%	-11%	1%	0%	-14	0.0%	-1
COc1ccccc1N1CCN(C(=O)c2cc(S(=O)(=O)N3CCC(C)CC3)cn2C)CC1
→ -7%	-23%	5%[57.1 µM]	-7%	-3%	-1%	-9	3.1%	1
N#CCN(C(=O)COC(=O)CCCNC(=O)c1ccc(Cl)cc1)c1ccccc1
→ 6%	-3%	-10%	0%	1%	-1%	1	0.3%	-1
CC1CCN(c2ccccc2NC(=O)c2cc3ccccc3o2)CC1
→ 3%	-11%	5%	-11%	-3%	-2%	1	2.1%	-2
COC(=O)c1ccc(C2c3c(oc4ccc(Cl)cc4c3=O)C(=O)N2CCN2CCOCC2)cc1 (stereo not drawn)
→ 0%	-14%	0%	-15%	-4%	0%	1	-20%	2
O=C(NCc1n[nH]c(=S)n1-c1ccc([N+](=O)[O-])cc1)c1ccc(S(=O)(=O)N2CCOCC2)cc1
→ 5%	1%	-4%	-9%	1%	-4%	-1	6.6%	0
Cn1cc(C(c2ccccn2)c2cn(C)c3ccccc23)c2ccccc21
→ 3%	-23%	-9%	-3%	4%	1%	6	-1.6%	1
O=C(CC(C(=O)O)c1ccc(Cl)cc1)c1ccc(Cl)c(Cl)c1 (stereo not drawn)
→ 8%	-19%	1%[57.1 µM]	-9%	-4%	-2%	0	6.1%	4
COc1ccccc1OCC(=O)Nc1ccc(O)cc1C(=O)O
→ -2%	1%	16%[57.1 µM]	1%	-2%	-1%	-1	2.3%	3

Other records
SMILES | IDH1 R132H inh | USP1 inh | TrxR1 substrate | Vif-A3F inh | Vif-APOBEC3G blk | Glioma ERSR ind | PI4K2A inh | RXFP1 ag | LDHA block
O=C(/C=C/c1ccc(S(=O)(=O)N2CCOCC2)cc1)N1CCCCC1 | -4% | -4% | 3%[57.1 µM] | -17% | -5% | -2% | 0 | -1.7% | -3
CCn1cc(-c2cc(C(=O)O)on2)c(C)n1 | -8% | -21% | -2%[57.1 µM] | 5% | 2% | -6% | 4 | 0.3% | -12
O=C(NCC1CCCCC1)c1cccc(S(=O)(=O)N2CCCC2)c1 | 0% | -3% | -4% | -23% | 2% | -1% | -3 | -1.8% | 1
COc1cc(CN2CCC(C(=O)N3CCC(C)CC3)CC2)cc(Br)c1O | 2% | -2% | -2% | 4% | 0% | -4% | 8 | -0.4% | -7
Cc1ccsc1C(=O)N1CCC1(C)C(=O)NCc1cccc2ccccc12 (stereo not drawn) | . | . | . | . | -2% | -3% | -2 | . | -6
CCCCn1c(SCC(=O)NCc2ccco2)nc2ccc(N3CCOCC3)cc2c1=O | 0% | -13% | 25% | 0% | -9% | -2% | -1 | 13% | 22
COc1ccc(NC(=S)NC(=O)c2cc3ccccc3o2)c(OC)c1 | 7% | -20% | 0% | -1% | -3% | -1% | 1 | 2.1% | -2
Cc1cc(N2C(=O)C(=O)/C(=C(/O)c3ccc(F)cc3)C2c2ccc(Cl)cc2)no1 (stereo not drawn) | 0% | -16% | -12% | 2% | -19% | -3% | -4 | 14% | 0
CC(C(=O)Nc1ccc2c(c1)OCCO2)N(c1ccccc1)S(C)(=O)=O (stereo not drawn) | 10% | -19% | -3% | -1% | 0% | -2% | 2 | -0.3% | -2
